Screening results: PubChem, several laboratories
CDK5 inh – blocks human CDK5/p35 kinase activity. Recombinant CDK5/p35, ADP-Glo luminescence, 60 min. inhibition, % at 10 µM. 0.01% of 330,000 active. AID 488839;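 active = highest replicate inhibition of at least 50% and at least 75% of replicates reaching 50%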;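 note: plate controls were DMSO neutral control for no effect and GW8510 at 10 µM for full effect; many of its hits are not listed in these tables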
phage Ecoli inh – E. coli growth loss with phage present | growth absorbance | 0.26% of 360,000 active | inhibition, % at 11.9 µM; in the data active = inhibition above about 11%
Mot1-301 SUMO – SUMOylation pathway inhibition by Mot1-301 growth rescue; AID 2716; S. cerevisiae Mot1-301 growth rescue, ATP luminescence, 38.5C; percent above DMSO median, 100 means doubled; 1% of 320,000 active; growth rescue, % at 18.8 µM;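 active = every valid replicate shows activation above 250% relative to neutral control wells; inactive = the rest, any valid replicate at or below 250%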;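 note: OY570 slx delta 5 strain wells were the positive control but not used for scaling; some compounds called inactive have numbers as strong as hits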
DAGLB inh – diacylglycerol lipase beta (human) inhibition. 0.059% of 340,000 active. inhibition, % at 5.17 µM. Q8NCG7. HEK293T DAGLB membrane lysate, EnzChek fluorogenic substrate; in the data active = inhibition above about 34%;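 note: 0% = enzyme with vehicle and 100% = wells lacking enzyme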
AddAB inh – less growth of phage-infected E. coli with AddAB. 0.29% of 330,000 active. inhibition, % at 11.9 µM. AID 435030. E. coli expressing H. pylori AddAB, absorbance growth; in the data active = inhibition above about 12%;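 note: 0% = vehicle wells of infected cells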
HTR5A inv ctr – HTR5A inverse agonism, opioid heterodimer counter-screen; P47898; HTR5A cell line, luminescence; inhibition, % at 9.3 µM; 0.083% of 340,000 active; in the data active = inhibition mostly above about 23%, no sharp cut-off; inactive = mostly below about 18%;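 note: 0% = cells with DMSO and 100% = no-cell wells with DMSO; some compounds called inactive have numbers as strong as hits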
Target sequence (P47898 whole entry, looked up): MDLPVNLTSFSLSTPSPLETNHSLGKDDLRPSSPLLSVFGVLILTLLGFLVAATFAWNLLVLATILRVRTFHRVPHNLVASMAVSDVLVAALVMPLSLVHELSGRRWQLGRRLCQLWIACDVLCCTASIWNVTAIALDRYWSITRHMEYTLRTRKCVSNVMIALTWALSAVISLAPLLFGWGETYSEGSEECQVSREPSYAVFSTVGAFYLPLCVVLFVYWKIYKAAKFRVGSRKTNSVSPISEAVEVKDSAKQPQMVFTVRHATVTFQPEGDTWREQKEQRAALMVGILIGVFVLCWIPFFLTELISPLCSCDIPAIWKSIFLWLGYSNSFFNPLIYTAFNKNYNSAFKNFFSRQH
Ecoli viability – reduces bacterial viability in AddAB counter-screen; E. coli V3065 growth, OD600 absorbance, 18 h; inhibition, % at 11.9 µM; 0.27% of 330,000 active;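 active = inhibition above the campaign's mean inhibition across all tested compounds plus 3 SD, cut at about 9.9% in these data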;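 note: uninfected addAB+ strain grown without phage in ampicillin broth; 0% = DMSO wells and 100% = ciprofloxacin 0.95 µg/ml wells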
PKA-R2B act – activators of human PKA-R2B complex; P22694+P31323; PKA-R2B holoenzyme dissociation, Cy5-IP20 fluorescence polarization; R2B truncated from residue 108, S112A mutant; 0% DMSO only, 100% 113 µM cGMP; activation, % at 11.4 µM; 0.079% of 340,000 active;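 active = activation above a cutoff set at the mean over all compounds plus 3 SD, cut at about 18% in these data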;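 note: higher means more holoenzyme dissociation and a rise in polarization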
Target sequence (P31323 whole entry, looked up, other chains not shown, the tested form may be a part): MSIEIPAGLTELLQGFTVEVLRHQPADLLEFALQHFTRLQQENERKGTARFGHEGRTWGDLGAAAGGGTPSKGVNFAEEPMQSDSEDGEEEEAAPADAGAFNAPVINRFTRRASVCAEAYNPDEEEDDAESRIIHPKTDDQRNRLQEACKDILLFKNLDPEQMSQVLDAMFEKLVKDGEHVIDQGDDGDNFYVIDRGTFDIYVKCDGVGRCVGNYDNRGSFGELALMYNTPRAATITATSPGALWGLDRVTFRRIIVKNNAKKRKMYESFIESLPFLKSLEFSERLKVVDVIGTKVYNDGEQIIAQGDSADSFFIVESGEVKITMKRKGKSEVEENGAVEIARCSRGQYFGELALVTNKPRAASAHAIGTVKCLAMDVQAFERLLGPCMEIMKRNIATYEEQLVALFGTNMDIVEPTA
HTR5A ag ctr – HTR5A agonism, opioid heterodimer counter-screen; 0.61% of 340,000 active; activation, % at 9.3 µM; HTR5A agonist assay, luminescence, cell-based; AID 504692; in the data active = activation mostly above about 9.5%, no sharp cut-off; inactive = mostly below about 7.6%;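 note: 0% = cells with vehicle only and 100% = reference agonist; strong numbers were not always called active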
Tat transport – inhibitors of E. coli Tat protein transport | E. coli MC4100 TorA-mCherry Tat export, fluorescence | inhibition, % at 10 µM | 0.036% of 340,000 active;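 active = mean replicate inhibition at least 50% and at least half of replicates individually reaching 50%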;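 note: exported cargo escapes ClpAP degradation while cytoplasmic cargo is degraded and loses fluorescence; 0% = median of neutral control wells and 100% = median of NaSCN control wells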
PKA-R1A act – activates the PKA-R1A holoenzyme complex. PKA-R1A dissociation, Cy5-IP20 fluorescence polarization; scaled: DMSO 0%, 113 µM cGMP 100%. 0.083% of 340,000 active. P00514+P68181. AID 504707. activation, % at 11.4 µM;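 active = percent activation above the mean of all tested compounds plus 3 SD, cut at about 19% in these data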;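 note: higher means more PKAc released from R1A so a rise in polarization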
Numbers without * were called inactive; / = no result given.

SMILES | CDK5 inh | phage Ecoli inh | Mot1-301 SUMO | DAGLB inh | AddAB inh | HTR5A inv ctr | Ecoli viability | PKA-R2B act | HTR5A ag ctr | Tat transport | PKA-R1A act
O=C(NC1CCCC1)C1CCN(C(=O)c2cc(Cl)ccc2Cl)CC1 | 0.1 | -0.1 | -8 | -3 | -0.8 | 8 | -1.3 | 5 | 5 | 0 | -8
Cc1cc(C)nc(SCC(=O)Nc2ccc(S(=O)(=O)Nc3cc(C)on3)cc2)n1 | 0.0 | 1.1 | -8 | 0 | -0.9 | -34 | -1.4 | 3 | 9 | 2 | -8
CCOc1ccc(CCNC(=O)COC(=O)c2cc(OC)c(OC)cc2[N+](=O)[O-])cc1OCC | 0.2 | 4.0 | -3 | -5 | -1.2 | -34 | 0.1 | -8 | 7 | -11 | 1
CCCNc1ncnc2c1cnn2C1CCCCO1 (stereo not drawn) | 3.1 | -1.9 | / | 2 | / | 6 | / | 2 | -2 | -12 | -2
O=C(COc1ncnc2cc(Cl)ccc12)c1ccc2c(c1)OCCO2 | 4.5 | -0.1 | 5 | -4 | 3.8 | 2 | -0.1 | 2 | -1 | 1 | -9
COC(=O)c1cn(Cc2c(C)cc(C)cc2C)nn1 | 0.4 | 2.0 | -21 | -5 | -0.2 | -1 | -0.3 | -1 | 0 | -5 | -2
COc1ccc2o/c(=N\O)c(C(=O)Nc3ccc(C)cc3)cc2c1 | -0.9 | 2.9 | / | -4 | / | 31 | / | 12 | 4 | -13 | 1
N#Cc1c2n(c(=S)n(-c3ccccc3)c1=O)CCCCC2 | -0.3 | 3.8 | -6 | 4 | 2.4 | 7 | 0.1 | -3 | -2 | 2 | -6
OC(Cc1cccnc1)c1ccccc1 (stereo not drawn) | -1.3 | 3.5 | / | 3 | / | -15 | / | -10 | 4 | -27 | -13
O=C(O)C1C2C=CC(C2)C1C(=O)Nc1ccc(C(=O)N2CCCCC2)c(Cl)c1 (stereo not drawn) | 2.1 | 2.8 | -10 | -2 | 1.9 | -8 | 0.0 | 1 | -1 | 2 | 10
COc1ccc(-c2csc(C)n2)cc1 | -0.3 | 1.7 | 7 | 0 | -0.8 | -3 | -0.4 | -5 | 3 | 1 | -1
CC1=C(C(=O)OC(C)C)C(c2c(O)ccc3ccccc23)NC(=O)N1 (stereo not drawn) | 0.8 | 3.9 | 5 | -1 | 1.2 | 12 | 1.2 | -15 | -4 | -1 | 5
COc1ccc(C(=O)NCc2cn3c(C)csc3n2)cc1OC | 7.6 | 1.4 | 1 | -4 | 1.9 | -20 | 0.7 | -13 | -2 | -18 | -8
COc1cccc(-c2nnc(SCN3C(=O)c4ccccc4C3=O)n2C)c1 | 2.5 | 5.6 | -20 | 1 | 0.5 | 26 | 1.0 | -2 | 1 | 0 | -5
COc1ccc(NC(=O)c2nn(C)c(=O)c3ccccc23)cc1S(=O)(=O)Nc1ccccc1Cl | -1.2 | 3.1 | 1 | -2 | -2.4 | -2 | -0.2 | -8 | 2 | 4 | -10
O=C(CCN1C(=O)c2ccccc2S1(=O)=O)N1CCN(c2ccccc2)CC1 | 0.7 | 2.6 | 108 | 2 | 4.8 | 7 | 0.5 | -3 | -1 | 1 | 13
COc1ccccc1CCC(=O)Nc1ccc2c(c1)CN(Cc1ccc(CO)o1)CC2 | -2.0 | 4.0 | -12 | 2 | 2.1 | -6 | -1.0 | 14 | 1 | -3 | -4
O=C(NCC1OCCc2ccccc21)c1ccc(NC(=O)c2ccc(Cl)cc2)cc1 (stereo not drawn) | 1.9 | 5.0 | 13 | 10 | 1.9 | -42 | -1.4 | -7 | 5 | -4 | -1
Cc1ccc(CNC(=O)CS(=O)(=O)Cc2nc(-c3ccc(C)cc3)oc2C)cc1 | -0.6 | 1.7 | -23 | 0 | 3.0 | 22 | 0.9 | 8 | -2 | -5 | 9
CCOc1ccccc1-n1nnnc1SCC(=O)NCC1(N2CCOCC2)CCCCC1 | -7.6 | 0.9 | -3 | 2 | -0.9 | 3 | 0.3 | -9 | -1 | -4 | 4
COc1cccc(OCc2cc(C(=O)N3CCN(C(C)=O)CC3)no2)c1 | -0.2 | 1.8 | -7 | 2 | 1.7 | -2 | -0.6 | 3 | -3 | 7 | -4
Cn1c(SCC(=O)Nc2ccc(F)cc2)nnc1-c1cccnc1 | -1.7 | -1.4 | -18 | -2 | 2.3 | -39 | -0.7 | 4 | 13 | 4 | 2
Cc1cc(S(=O)(=O)NCc2cccnc2)ccc1F | -1.7 | 1.4 | 14 | 0 | 1.0 | 8 | 0.8 | -4 | -2 | 7 | -6
COc1ccc(N2C(=O)C(C)C(Cc3ccc(C)cc3)C2=O)cc1 (stereo not drawn) | -0.7 | 1.9 | -2 | -1 | -2.0 | -12 | -0.6 | -13 | 1 | 4 | -1
C[n+]1c2n(c3ccccc31)N=C(c1ccc(Br)cc1)CS2 | 0.1 | 4.7 | -3 | -1 | 1.6 | -24 | 0.7 | -3 | 2 | -1 | -9
S=C(c1ccccc1)N1CCCC1 | -2.1 | 0.2 | -9 | 0 | 0.8 | 14 | -1.6 | 0 | 8 | 6 | -5
COc1ccc2c(c1OC)C(=O)OC2Nc1nc(-c2ccc(-c3ccccc3)cc2)cs1 (stereo not drawn) | -11 | 3.1 | 12 | 5 | -0.9 | -12 | 2.0 | -9 | 4 | 20 | -1
COc1cc(OC)c(NC(=O)CCc2ccccc2)cc1Cl | -2.6 | 2.9 | 32 | 1 | 1.4 | -3 | 1.6 | 7 | -5 | 22 | -9
COC(=O)c1c(C)[nH]c(C(=O)COC(=O)Cc2ccc3c(c2)OCCO3)c1C | -2.5 | 2.7 | -5 | -3 | 1.5 | -9 | 1.4 | 9 | 2 | 2 | 2
CCOC(=O)N1CCN(C(=O)c2cn(C)c3ccc(S(=O)(=O)N4CCC(C)CC4)cc3c2=O)CC1 | -1.3 | 4.2 | 8 | 2 | 1.1 | -34 | 0.8 | -7 | 1 | -7 | 7
Cc1nnc(SCC(=O)NNC(=O)c2ccco2)n1-c1ccccc1 | -0.4 | 2.4 | / | -1 | 2.0 | 3 | -1.3 | -4 | -1 | 0 | -2
Cn1c(CNc2ccccn2)c(C#N)c2ccccc21 | -1.7 | 0.7 | -20 | 1 | 5.6 | 13 | 4.9 | -1 | -1 | 0 | -19
COc1ccc(C2C(C(N)=O)=C(C)Nc3nc(-c4ccccc4Cl)nn32)c(OC)c1 (stereo not drawn) | 1.3 | 3.5 | -8 | 2 | 3.3 | 2 | 0.2 | -1 | -1 | -6 | 0
CC(/C=C/c1ccccc1)=N/NC(=O)c1cc([N+](=O)[O-])cc([N+](=O)[O-])c1 | 0.2 | 3.6 | -6 | 3 | 0.3 | -10 | -1.5 | 5 | 4 | 5 | 3
CCOc1ccc(S(=O)(=O)NCCC(=O)NCCc2ccc(C(C)C)cc2)cc1 | 0.2 | -2.4 | -13 | -3 | 0.8 | 0 | -2.9 | -4 | 0 | 1 | -4
CC1(C)Cc2ccccc2-c2nc(NN)[nH]c(=O)c21 | 1.5 | 3.6 | 0 | -3 | 1.1 | -9 | -0.3 | -8 | 3 | -14 | -12
CC(C)COc1ccc(-c2nn(-c3ccccc3)cc2/C=C2/SC(=S)N(CC(=O)O)C2=O)cc1 | 0.2 | 1.8 | -6 | 2 | -0.2 | 7 | -0.5 | -11 | 3 | 5 | -1
O=C(NCc1ccco1)C(c1cccnc1)N(C(=O)Cn1nnc2ccccc21)c1ccccc1 (stereo not drawn) | 0.0 | 0.2 | -16 | -2 | 1.6 | -16 | 0.4 | -18 | 6 | -1 | -9
O=C(NCc1ccc(Cl)cc1)N1CCc2ccccc2C1 | 0.3 | 3.3 | 330 | -7 | 4.2 | -11 | 3.7 | 10 | 1 | 1 | 13
COc1cc(C2C3=C(Nc4ncnn42)c2ccccc2CC3)cc(OC)c1OC (stereo not drawn) | 0.2 | 2.5 | -15 | 1 | 0.3 | 7 | -0.8 | 0 | 0 | -2 | -8
Cc1ccccc1-c1nnn(CC(=O)Nc2ccc3c(c2)OCCO3)n1 | 0.7 | -2.9 | 3 | -7 | -0.4 | 16 | -0.2 | 0 | 7 | 0 | -7
CCN(CC)c1ccc(/C=N/NC(=O)c2ccc3nc[nH]c3c2)cc1 | -1.1 | 3.1 | 12 | 5 | -0.7 | -8 | 0.2 | 0 | -1 | 6 | -8
CC1CC(C)(C)CC2(C1)NC(=O)N(CC(=O)N1CCN(S(=O)(=O)c3ccc(F)c(F)c3F)CC1)C2=O (stereo not drawn) | 2.4 | 3.9 | / | 3 | / | 13 | / | -1 | -3 | -4 | 4
S=C(NCCSCc1ccc(Cl)cc1Cl)Nc1ccccc1 | -0.1 | 3.3 | -8 | 0 | 4.1 | -10 | 4.8 | -14 | 2 | 8 | -9
CCOc1ccc2ccccc2c1/C=N/NC(=O)CNC(=O)Cc1ccccc1 | 1.1 | 1.5 | 266 | -2 | -0.1 | -10 | -1.1 | -2 | 4 | -7 | -1

Laid out differently: entries from further up.
Results follow in this order: CDK5 inh, phage Ecoli inh, Mot1-301 SUMO, DAGLB inh, AddAB inh, HTR5A inv ctr, Ecoli viability, PKA-R2B act, HTR5A ag ctr, Tat transport, PKA-R1A act
> CC(/C=C/c1ccccc1)=N/NC(=O)c1cc([N+](=O)[O-])cc([N+](=O)[O-])c1
  0.2, 3.6, -6, 3, 0.3, -10, -1.5, 5, 4, 5, 3
> CCOc1ccc(S(=O)(=O)NCCC(=O)NCCc2ccc(C(C)C)cc2)cc1
  0.2, -2.4, -13, -3, 0.8, 0, -2.9, -4, 0, 1, -4

(list continues)
SMILES | CDK5 inh | phage Ecoli inh | Mot1-301 SUMO | DAGLB inh | AddAB inh | HTR5A inv ctr | Ecoli viability | PKA-R2B act | HTR5A ag ctr | Tat transport | PKA-R1A act
CC(NC(=O)c1ccccc1)C(c1cccs1)N1CCOCC1 (stereo not drawn) | -2.6 | 1.4 | -13 | 1 | 2.2 | -3 | -1.6 | 3 | 3 | 1 | -9
CC1CCCCC12NC(=O)N(CC(=O)N1CCN(Cc3ccc(C#N)cc3)CC1)C2=O (stereo not drawn) | -1.4 | 0.4 | 5 | -3 | 0.4 | 17 | 3.0 | -7 | -7 | -9 | -6
O=c1c(Cl)c(N2CCN(S(=O)(=O)c3ccc(F)cc3)CC2)cnn1-c1cccc(Cl)c1 | 1.4 | 2.2 | / | -1 | 2.0 | 3 | -0.6 | 4 | -1 | 0 | 0
COc1ccc(N(CC(=O)NC2CCCCC2)C(=O)CNC(=O)c2cccs2)cc1OC | -1.8 | 1.4 | 14 | 0 | 1.5 | -1 | -0.8 | -6 | 0 | 4 | 0
COc1ccccc1C(=O)COC(=O)CSC(C)C(=O)Nc1cc(C)on1 (stereo not drawn) | -0.6 | 1.9 | -4 | -1 | 2.0 | 7 | 2.4 | -1 | -3 | -2 | -5
Cn1c(Cc2cccs2)nnc1SCC(=O)Nc1ccccc1 | 0.4 | 0.2 | 18 | 3 | 2.3 | 25 | -0.4 | -4 | 4 | 4 | 3
CN(C)S(=O)(=O)c1ccc(NC(=S)NC(=O)C2CCC2)cc1 | -2.3 | -2.4 | -2 | 0 | -0.7 | -38 | -0.2 | 0 | -2 | 6 | -5
Clc1cccc(CSc2nnc(-c3sccc3-n3cccc3)o2)c1 | 0.1 | 2.2 | -12 | -16 | 6.3 | 17 | 0.2 | 0 | 1 | 2 | 0
Cc1ccc(CNc2cc(-c3nn4c(C)nnc4s3)ccc2C)s1 | -1.9 | -0.4 | -8 | -1 | -0.9 | 0 | 0.2 | -10 | 2 | 4 | 0

The order is random. About 2.3% of those tested had a hit in this group.
